# Assay outcomes from PubChem.
# DSG3 Ab inh: human desmoglein-3 autoantibody binding inhibition; binding (percent of control), % at 10 µM; hit rate 0.48% among 310,000; P32926; DSG3-coupled beads, scFv-anti-DSG3-GFP binding, flow cytometry; stronger effect = lower value;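 active = binding more than 3 SD below its plate's average and above zero; inconclusive = below that plate limit but binding exactly zero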;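 also: hits lower antibody fragment binding to DSG3; some compounds called inactive have numbers as strong as hits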
# SR-BI DiI inh: blocks mouse SR-BI lipid uptake from DiI-HDL | Q61009 | inhibition, % at 12.5 µM | ldlA[mSR-BI] CHO cells, DiI-HDL uptake fluorescence, 3 h | hit rate 0.96% among 320,000;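 active = mean replicate inhibition of at least 70% and a set share of replicates each scoring 70 or more; inconclusive = meets just one of the two criteria; inactive = fails both criteria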;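 also: 0% = median of neutral control wells and 100% = median of positive control wells; values of inactives mirror those of a sister screen read the other way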
# SR-BI DiI-HDL act: SR-BI HDL lipid transfer activation; CHO ldlA[mSR-BI] cells, DiI-HDL uptake fluorescence, 3 h; 100 = double the neutral-control signal; activation, % at 12.5 µM; hit rate 0.096% among 320,000;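 active = mean replicate activation of at least 60% and every replicate at or above 60%; inconclusive = mean or all-replicate condition met, but not both; inactive = mean below 60% and not all replicates reaching 60%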;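 also: 0% = median plate neutral-control signal and 100% = twice that signal; values of inactives mirror those of a sister screen read the other way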
#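 Material – SR-BI-overexpressing, LDLR-lacking CHO cells · Medium – BSA-supplemented, HEPES-buffered Ham's F12, pH 7.4 · Doses – single concentration · Times – compound with DiI-HDL co-incubation, 3 h at 37 °C · Measured by – bottom-read fluorescence, 550/595 nm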
# CDK5 inh: inhibitors of human CDK5/p35 kinase | inhibition, % at 10 µM | AID 488839 | Q00535+Q15078 | hit rate 0.01% among 330,000 | Recombinant CDK5/p35, ADP-Glo luminescence, 60 min;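 active = highest replicate inhibition of at least 50% and at least 75% of replicates reaching 50%; inconclusive = only one of the two criteria met; inactive = both criteria failed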;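 also: plate controls were DMSO neutral control for no effect and GW8510 at 10 µM for full effect; many of its hits are not listed in these tables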
# NSD2 HMT inh: inhibitors of human histone methyltransferase NSD2; O96028; NSD2 peptide methylation, AlphaScreen, 120 min; inhibition, % at 12.5 µM; hit rate 0.54% among 310,000; AID 743445; in the data active = inhibition above about 50%
# MITF TRPM1 HTS: increases MITF-driven TRPM1 promoter luciferase signal; SK-MEL-5 TRPM1-promoter luciferase, 24 h; % of positive control, neutral wells = 0; hit rate 0.75% among 300,000; activation, % at 12.5 µM;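 active = mean activation of at least 80% with every replicate also reaching 80%; inconclusive = mean reaches 80% but some replicate falls short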;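 also: 0% = neutral control wells and 100% = parthenolide positive control wells; values of inactives mirror those of a sister screen read the other way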
# dFosB act: mouse delta FosB homodimer activation | purified delta FosB, TAMRA-CDK5 oligo fluorescence polarization; percent of positive-control signal above neutral wells | activation, % at 25 µM | hit rate 0.99% among 340,000 | AID 493131;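 active = mean activation above about 17%, with every replicate also reaching it, limit read from the data, passing the limit was not always enough; inconclusive = only one of the two conditions met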;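 also: fluorescence polarization rise as delta FosB binds a TAMRA Cdk5 AP-1 oligo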
# Target sequence (P13346 whole entry, looked up): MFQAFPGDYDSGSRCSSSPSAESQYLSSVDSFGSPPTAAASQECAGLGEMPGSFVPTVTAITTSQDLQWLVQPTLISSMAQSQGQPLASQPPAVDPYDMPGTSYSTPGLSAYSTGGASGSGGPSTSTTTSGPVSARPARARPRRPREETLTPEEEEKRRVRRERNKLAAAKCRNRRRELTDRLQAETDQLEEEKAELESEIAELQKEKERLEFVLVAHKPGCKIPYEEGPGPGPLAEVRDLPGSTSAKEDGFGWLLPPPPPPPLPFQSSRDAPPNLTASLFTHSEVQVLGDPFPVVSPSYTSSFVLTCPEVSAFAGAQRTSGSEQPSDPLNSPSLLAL
# PKA-R2B act: PKA-R2B complex activation; P22694+P31323; hit rate 0.079% among 340,000; PKA-R2B holoenzyme dissociation, Cy5-IP20 fluorescence polarization; R2B truncated from residue 108, S112A mutant; 0% DMSO only, 100% 113 µM cGMP; activation, % at 11.4 µM;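 active = activation above a cutoff set at the mean over all compounds plus 3 SD, cut at about 18% in these data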;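 also: higher means more holoenzyme dissociation and a rise in polarization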
# Target sequence (P31323 whole entry, looked up, other chains not shown, the tested form may be a part): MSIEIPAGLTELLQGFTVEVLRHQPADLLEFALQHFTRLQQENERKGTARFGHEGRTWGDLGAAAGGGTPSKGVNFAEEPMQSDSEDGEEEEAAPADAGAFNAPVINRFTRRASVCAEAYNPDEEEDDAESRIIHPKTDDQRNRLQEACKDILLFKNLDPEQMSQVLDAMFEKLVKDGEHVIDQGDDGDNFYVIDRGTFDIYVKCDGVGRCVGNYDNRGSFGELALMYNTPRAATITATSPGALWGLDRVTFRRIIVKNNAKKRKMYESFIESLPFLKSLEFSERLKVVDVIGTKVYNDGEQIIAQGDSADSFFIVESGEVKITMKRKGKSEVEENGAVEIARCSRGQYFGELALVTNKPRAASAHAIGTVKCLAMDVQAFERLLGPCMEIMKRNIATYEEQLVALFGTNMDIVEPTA
# PKA-R1A activ: activators of PKA-R1A complex | PKA-R1A dissociation, Cy5-IP20 fluorescence polarization; scaled: DMSO 0%, 113 µM cGMP 100% | activation, % at 11.4 µM | hit rate 0.083% among 340,000 | P00514+P68181;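 active = percent activation above the mean of all tested compounds plus 3 SD, cut at about 19% in these data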;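 also: higher means more PKAc released from R1A so a rise in polarization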
# SUMO Mot1 rescue: inhibitors of SUMOylation pathway: yeast Mot1-301 growth rescue; S. cerevisiae Mot1-301 growth rescue, ATP luminescence, 38.5C; percent above DMSO median, 100 means doubled; growth rescue, % at 18.8 µM; hit rate 1% among 320,000;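 active = every valid replicate shows activation above 250% relative to neutral control wells; inactive = the rest, any valid replicate at or below 250%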;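 also: OY570 slx delta 5 strain wells were the positive control but not used for scaling; some compounds called inactive have numbers as strong as hits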
# Arrestin-AP2 inh: blocks beta-arrestin peptide binding to AP2 adaptin; FITC-arrestin peptide / GST-AP2 beads, flow cytometry; AP2 beta2 appendage carries R879A mutation; inhibition, % at 10 µM; hit rate 0.31% among 340,000;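 active = inhibition above a set limit, near 3 SD of compounds lacking own fluorescence, cut at about 54% in these data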;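 also: plate controls were DMSO wells for no effect and 5 µM unlabelled arrestin peptide for full effect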
#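 System: GST-AP2 R879A glutathione beads; medium: PBS, Tween 20 0.05%, BSA 0.1%; reagent: fluorescein-tagged arrestin peptide at 50 nM final; schedule: pre-incubation 12 min, peptide binding 1 h, room temperature; detection: flow cytometry, FL1 (488/535 nm); read-out: inhibition as reduced fluorescein signal on beads, percent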
# * hit, by the source's call; ? = inconclusive; . = not tested or not shown.
SMILES,DSG3 Ab inh,SR-BI DiI inh,SR-BI DiI-HDL act,CDK5 inh,NSD2 HMT inh,MITF TRPM1 HTS,dFosB act,PKA-R2B act,PKA-R1A activ,SUMO Mot1 rescue,Arrestin-AP2 inh
CC1CCN(S(=O)(=O)c2ccc3c(c2)N(CC(=O)NCCCN2CCCC(C)C2)C(=O)CO3)CC1 (configuration not stated),.,-42.1,42.1,-1.3,-1.2,0.9,-4.9,3.3,-0.1,128.2,-9.2
O=C(CCc1nnc2ccc(NCc3ccccc3Cl)nn12)NC1CCCCC1,107.8,-1.1,1.1,-0.7,2.2,-9.0,-4.0,4.8,-3.0,13.6,1.9
NC(=S)Nc1ccc(F)c(F)c1F,.,18.9,-18.9,-0.2,-7.0,-2.1,7.1,-3.7,3.2,2.3,3.9
COc1cc(/C=N/NC(=S)NC2CC3C=CC2C3)cc(OC)c1OC (configuration not stated),93.6,14.6,-14.6,0.1,5.8,.,0.4,.,.,23.0,7.8
N#C/C(=N\Nc1ccc([N+](=O)[O-])cc1)C(N)=S,115.2,-9.9,9.9,4.1,19.4,-2.9,-0.1,4.3,-4.1,22.7,5.8
O=C(O)CCc1nn2cnc3sc4c(c3c2nc1=O)CCCC4,98.3,-19.5,19.6,0.2,0.7,2.3,-6.3,-8.8,-13.5,5.8,30.8
O=C(Nc1ccccc1)C1=C[C@H](c2ccc3c(c2)OCO3)C[C@H](OCc2ccc(CO)cc2)O1,106.4,-8.5,8.5,0.3,.,19.9,-7.8,3.8,-13.3,6.4,7.1
CN(CC(=O)Nc1ccccc1Cl)C(=O)CSc1nnc(N)s1,93.5,-5.1,5.1,1.7,-10.0,2.6,-3.3,-1.3,-0.7,-5.6,1.1
CCC(=O)N(Cc1cc2ccccc2[nH]c1=O)c1ccccc1OC,96.8,10.3,-10.3,0.5,-2.9,2.5,-4.9,1.5,5.5,76.4,38.3
CCN1CCc2nc(NC(=O)C(c3ccccc3)c3ccccc3)sc2C1,122.5,5.7,-5.7,3.1,4.1,6.9,4.5,-1.2,-0.4,-19.2,1.6
CC(=O)Nc1ccc(NC(=O)C(C)OC(=O)c2cc(S(=O)(=O)N(C)C)ccc2N2CCCC2)cc1 (configuration not stated),95.3,1.1,-1.1,1.0,-0.3,2.2,-9.9,-3.8,2.9,9.3,34.2
O=C(c1ccc(Cl)cc1)N(Cc1cccs1)C1CCS(=O)(=O)C1 (configuration not stated),99.0,-21.1,21.1,0.6,-2.8,-0.7,3.9,-0.6,-9.6,0.7,4.5
CC(OC(=O)c1ccccc1NCCO)C(=O)Nc1ccnn1C(C)C (configuration not stated),112.3,-6.4,.,-0.2,2.4,3.9,1.7,6.1,-10.2,-13.5,-7.9
Cc1cc(NC(=O)C2CC(c3c(F)cccc3Cl)=NO2)n(-c2ccccc2)n1 (configuration not stated),101.5,10.7,-10.7,-1.4,-2.0,-14.0,-10.6,-6.6,-16.2,-2.2,8.7
CCSC1=NCN(CCCC(=O)O)CN1,95.5,-1.1,1.1,2.1,0.0,2.7,0.8,1.6,-4.2,5.3,6.0
CC1=C(C(=O)N2CCOCC2)C(c2ccc(O)cc2)NC(=S)N1 (configuration not stated),100.6,-31.6,31.6,0.7,-3.0,1.2,1.5,-10.1,8.8,582.9*,.
O=C(NCC(c1ccco1)N1CCN(c2ccccc2F)CC1)c1cccs1 (configuration not stated),106.6,-7.0,7.0,-2.3,1.4,-2.0,-12.6,-0.5,-6.8,-14.0,-9.4
COc1ccccc1NC(=O)c1c(C)nc2ccccc2c1C(=O)O,86.3,-8.6,8.6,0.2,0.2,-3.8,1.5,-3.9,-13.1,15.5,-6.7
CC(=O)Nc1ccc(NC(=O)CSc2nnnn2-c2ccc3c(c2)OCCO3)cc1,101.9,-11.0,11.0,-0.9,-2.1,-1.6,87.2*,-13.3,1.7,18.5,9.4
CC1CC(C)CN(C(=O)COC(=O)c2ccc[nH]c2=O)C1 (configuration not stated),107.0,-34.6,34.6,-0.6,-0.8,2.7,-0.3,-3.6,-6.8,-23.1,2.2
CSC(=NC#N)N1CCN(C(=NC#N)SC)CC1,101.9,-6.1,6.1,-0.7,5.8,2.1,-6.3,-14.2,-14.1,-16.0,-2.0
COc1ccc(Cl)cc1N(CC(=O)Nc1ccccc1C(=O)N1CCCC1)S(C)(=O)=O,100.0,-9.5,9.5,1.4,2.1,-6.4,-2.1,-4.7,0.9,-6.4,19.5
COc1cc(N/C(N)=N/c2nc(C)cc(C)n2)c(OC)cc1Cl,96.4,9.2,-9.2,-1.0,2.3,-8.3,5.0,5.6,-4.5,19.2,0.7
Cn1c(-c2sc3cc(C(F)(F)F)cnc3c2-c2ccccn2)n[nH]c1=S,106.3,-16.9,16.9,-5.7,.,8.2,2.3,.,.,-7.3,-18.9
Cc1ccc(OC(=O)C2CCN(C(=O)c3ccccc3C)CC2)c(Br)c1,107.5,-0.8,0.8,-0.5,0.2,-9.7,-11.2,4.4,7.2,3.9,21.3
COc1cc(OC)c(/C=N/NC(N)=S)cc1Br,111.1,31.3,-31.3,0.9,-2.0,-2.7,14.1,5.0,-7.7,21.6,3.0
CCCCCC(=O)Nc1sc(C)c(C)c1C#N,99.8,24.9,-24.9,-0.2,-1.9,10.4,-7.8,2.8,-28.0,-2.0,-2.3
CCOc1ccc(N2C(=O)Nc3ccccc3C2(O)C(=O)NCc2ccco2)cc1 (configuration not stated),105.2,-20.9,20.9,0.7,1.0,-1.1,0.9,-7.1,4.4,6.8,1.9
O=C1N(CN2CCC3(CC2)OCCO3)c2ccccc2C12OCCCO2,104.6,-11.1,11.1,1.8,-0.8,-6.1,-3.5,6.2,-3.7,-14.0,4.8
C=CCOc1c(Br)cc(CNc2ccc(NC(=O)C(C)C)cc2)cc1OCC,97.4,12.6,-12.6,-1.5,17.0,8.9,-2.7,-11.1,-10.9,20.3,2.0
COC(=O)[C@H](Cc1ccccc1)NS(=O)(=O)N[C@@H](Cc1ccccc1)C(=O)OC,102.5,20.6,-20.6,-0.5,.,3.2,-7.5,2.5,-3.5,13.2,0.2
CCOc1ccccc1Oc1coc2cc(OCC(=O)O)ccc2c1=O,104.9,-14.6,26.9,2.0,-1.8,3.4,0.1,3.1,4.2,126.0,10.9
Cc1ccc(NC(=O)c2cc(S(=O)(=O)N3CCCC3)c[nH]2)c(C)c1,101.1,30.3,-30.3,-1.0,.,-7.3,-6.7,1.4,0.6,109.0,14.7
CCC1=NN(C(=O)c2ccccc2O)C(O)(c2ccccc2)C1 (configuration not stated),123.0,119.5*,-119.5,-2.1,7.7,.,-5.7,-2.4,-7.7,-6.8,10.7
CCCCN(C(=O)c1ccc2c(c1)OCCO2)c1c(N)n(CC(C)C)c(=O)[nH]c1=O,98.0,-25.4,25.4,-0.8,-0.4,-0.1,-1.6,-2.0,2.2,-8.3,-2.9
Nc1nc(Br)c2c(F)cccc2c1-c1ccc(F)cc1,.,24.4,-24.4,-0.1,-2.2,0.6,-6.6,2.8,4.5,5.3,1.5
Cc1noc(C)c1COc1cccc(C(=O)Nc2ccc(C#N)cc2)c1,98.1,27.6,-27.6,0.1,6.2,.,-8.8,6.1,6.7,.,20.6
Cc1cc(C)cc(N2C(=O)CCN(Cc3ccccc3)C2=O)c1,108.3,-9.0,9.0,0.2,-2.0,-6.1,1.8,-0.2,-4.2,10.0,43.4
O=C1CS(=O)(=O)N(Cc2cccc(F)c2)c2ccc(Br)cc21,100.9,19.2,-19.2,-4.0,.,0.7,-3.8,-21.0,-8.0,-12.5,-5.0
O=C(O)c1ccc(Cl)c(S(=O)(=O)N2CCCC2)c1,93.8,.,.,-0.6,-1.3,7.3,5.7,-4.3,14.5,-16.6,-24.0
O=C(OCc1cc(Cl)cc2c1OCOC2)c1cccnc1Cl,93.2,35.2,-35.2,-0.3,-0.5,31.2,-9.1,-2.1,3.4,20.6,31.0
Cc1c(Cl)cnc(NC(=O)COC(=O)C2CC2)c1Cl,91.3,-13.1,13.1,0.6,0.5,5.0,-1.7,3.2,-0.4,-1.0,-8.0
Cc1cccc(C#N)c1NC1=CC(=O)CC(C)(C)C1,98.5,9.2,-9.2,-1.7,-10.3,2.1,0.9,-8.2,-18.3,90.5,26.8
O=c1[nH]nc(SCc2nc3ccccc3s2)n1C1CC1,98.2,1.6,-1.6,-4.5,1.1,5.0,-1.5,-6.2,-17.4,10.7,8.0
COC(=O)CN1C(=S)N(c2ccc(F)cc2)C(=O)C1CC(=O)Nc1ccccc1 (configuration not stated),86.2,28.3,11.8,0.0,-3.9,7.7,-10.9,-0.5,-7.9,-1.5,31.9
Cc1cc(NC(=O)CSc2ncnc3c2cnn3-c2ccccc2)no1,.,-13.5,13.5,0.0,-2.5,-10.3,-1.3,0.9,-7.2,-13.6,18.8
Cc1ccc(-c2cc(C(=O)O)c3ccccc3n2)s1,91.9,2.9,-2.9,-0.2,-1.6,-6.0,-8.4,1.0,16.2,891.1*,2.8
COc1cccc(-c2cc(C(=O)N3C(C)CCCC3C)no2)c1 (configuration not stated),105.0,20.8,-20.8,-1.5,-16.1,?,-6.5,5.8,-18.8,12.0,-3.0
C=CCOc1ccc(C(=O)O)cc1Cl,106.0,-15.7,15.7,-0.7,.,.,-4.4,-5.6,2.7,-16.9,12.2
O=[N+]([O-])c1ccc(O)c(/C=N/n2cnc3ccccc32)c1,117.1,-16.3,16.3,-3.9,2.2,-4.6,-5.4,9.0,2.3,-27.0,-1.3
O=C(OC12CC3CC(CC(C3)C1)C2)c1ccc(NCc2cc(O)ccc2O)cc1,89.1,5.8,-5.8,0.0,1.4,-66.1,-7.5,-3.2,-6.5,.,29.9
O=C(Nc1nc(-c2ccccn2)cs1)Nc1ccc(F)cc1F,93.5,43.3,-43.3,-1.3,7.1,-1.2,-15.1,-4.4,-0.8,11.8,5.6
